# RXFP1 agonist – qHTS Assay for Agonists of the Relaxin Receptor RXFP1. HEK293T-RXFP1 cAMP TR-FRET, 30 min; response scale: percent of porcine relaxin response, buffer zero. Potency, µM (series often up to 57.5 µM), without a hit: at the highest dose activation, actives largely listed as activators. 370,000 tested, 0.3% active. AID 2676, 2010; note: potency is the fitted concentration of half-maximal effect; % is set by controls: 0 for no effect and ±100 for the full control effect; nearly all actives have a fitted effect of over 60% in size; many of its hits are not listed in these tables
# Target sequence (Q9HBX9 whole entry, looked up): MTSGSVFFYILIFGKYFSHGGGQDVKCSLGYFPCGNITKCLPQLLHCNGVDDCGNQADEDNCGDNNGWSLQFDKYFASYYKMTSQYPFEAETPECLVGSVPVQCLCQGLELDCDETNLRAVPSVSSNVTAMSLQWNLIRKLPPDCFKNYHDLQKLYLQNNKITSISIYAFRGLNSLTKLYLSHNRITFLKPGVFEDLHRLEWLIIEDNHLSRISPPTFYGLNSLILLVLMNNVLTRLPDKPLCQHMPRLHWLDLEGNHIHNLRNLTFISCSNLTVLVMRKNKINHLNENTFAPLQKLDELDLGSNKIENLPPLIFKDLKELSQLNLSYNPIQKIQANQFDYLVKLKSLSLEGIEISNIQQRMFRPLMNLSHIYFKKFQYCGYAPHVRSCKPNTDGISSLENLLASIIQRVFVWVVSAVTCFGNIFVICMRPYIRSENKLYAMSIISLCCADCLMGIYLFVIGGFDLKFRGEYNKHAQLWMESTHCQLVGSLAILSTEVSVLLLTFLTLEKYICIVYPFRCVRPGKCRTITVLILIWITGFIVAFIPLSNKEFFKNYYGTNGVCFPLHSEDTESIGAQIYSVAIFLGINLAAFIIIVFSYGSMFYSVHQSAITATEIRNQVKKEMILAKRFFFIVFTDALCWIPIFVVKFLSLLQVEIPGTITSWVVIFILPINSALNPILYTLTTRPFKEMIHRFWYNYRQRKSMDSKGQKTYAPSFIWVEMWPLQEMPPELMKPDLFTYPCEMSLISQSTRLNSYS
#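 cAMP rise read by TR-FRET after 30 min, 37C compound exposure (up to 58 uM) in RXFP1-transfected HEK293 cells with Ro 20174 present. EC50 from Hill-equation fits, with 29 nM porcine relaxin as 100% and buffer as basal.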
# Glioma ERSR ind – qHTS for Inducers of the Endoplasmic Reticulum Stress Response (ERSR) in Human Glioma: qHTS; U87-MG GRP78 promoter luciferase reporter, 16 h; Potency, µM, inactives show top-dose activation, most hits filed as activators; 420,000 tested, 0.02% active; note: potency is the fitted concentration of half-maximal effect; series mostly up to about 76 µM; % of control where 0% means no effect; nearly all actives have a fitted effect of over 35% in size
#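 Stably transfected U87-MG human glioma cells carrying a GRP78-based luminescent sensor were seeded at 1000 cells/well, pin-dosed with compounds and incubated 16 h. Luciferase reagent was then added, and end-point luminescence was read after 10 min at room temperature.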
# PI4K2A inh – qHTS for small molecular inhibitors of PI4K2A. Phosphatidylinositol 4-kinase type 2-alpha (Homo sapiens), Q9BTU6. purified PI4K2A, ADP-Glo luminescence, 1 h; hits give low values. activity change, negative = inhibition, % at 76.9 µM. 420,000 tested, 0.13% active. AID 1346378, 2018; in the data active = activity change below about -50%; inconclusive = mostly about -30% to -49%;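 note: -100% = wells without enzyme as full effect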
#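 PI4K2A activity was measured by ADP-Glo luminescence: enzyme (4 ug/mL stock) and phosphatidylinositol (1.2 mM stock) in Tris pH 7.5/MgCl2/EGTA/Triton X-100 buffer were reacted with ATP (300 microM stock) for one hour at ambient temperature.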
# Vif-A3G inh – qHTS for Inhibitors of Vif-A3G Interactions: qHTS; HeLa A3G-eYFP + Vif (tagged APOBEC3G with the HIV-1 protein that degrades it), YFP fluorescence, overnight; 410,000 tested, 0.076% active; Potency, µM (doses to about 46.1 µM), inactives show top-dose activity, negative = active, actives largely listed as inhibitors; DNA dC->dU-editing enzyme APOBEC-3G (Homo sapiens), Q9HC16;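 note: potency is the fitted concentration of half-maximal effect; % is set by controls: 0 for no effect and ±100 for the full control effect; nearly all actives have a fitted effect of over 60% in size; hits raise eYFP signal because A3G escapes Vif-driven loss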
#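 HeLa cells stably expressing Vif and C-terminally eYFP-tagged A3G, seeded overnight at 37 deg C, then exposed to compound by pintool overnight at 37 deg C. Rise in yellow fluorescence (Ex 488/Em 500-530, Acumen) marks blocked Vif-driven A3G degradation.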
# LDHA block – qHTS assay for inhibitors of human lactate dehydrogenase | activity change, % (values are at about 110 or 230 µM) | AID 1347041, 2019 | L-lactate dehydrogenase A chain (Homo sapiens), P00338 | 480,000 tested, 0.15% active | purified LDHA, NADH/diaphorase-resazurin fluorescence; hits give low values; in the data active = activity change below about -30%; inconclusive = mostly about -25% to -30%;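 note: plate controls were DMSO wells for no effect and wells without enzyme for full effect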
#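 Enzyme activity of human lactate dehydrogenase 5 (2 nM; 0.06 mM NADH, 0.2 mM pyruvate, 5 min, RT) is measured via a resazurin/diaphorase fluorescence readout of residual NADH.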
# Vif-APOBEC3F blk – qHTS for Inhibitors of Vif-A3F Interactions: qHTS; Potency, µM (series often up to 46.1 µM), for inactives: top-dose activity, negative = active; HeLa A3F-eYFP + Vif (tagged APOBEC3F with the HIV-1 protein that degrades it), YFP fluorescence increase; 390,000 tested, 0.2% active; note: potency is the fitted concentration of half-maximal effect; % of control where 0% means no effect; nearly all actives have a fitted effect of over 65% in size
#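 HeLa cells stably expressing Vif plus C-terminally eYFP-tagged A3F were seeded, incubated overnight at 37 deg C, dosed with compound, incubated overnight again at 37 deg C. Yellow fluorescence (Ex 488/Em 500-530) reported blocked Vif-mediated A3F-eYFP degradation.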
# TrxR1 substrate – qHTS Assay for Substrates of Mammalian Selenoprotein Thioredoxin Reductase 1 (TrxR1): qHTS; Thioredoxin reductase 1, cytoplasmic (Rattus norvegicus), O89049; purified TrxR1 substrate turnover, NADPH consumption readout; Potency, µM (titrated, usually from 114 µM), inactives show at the highest dose activity change, negative = substrate turnover; 390,000 tested, 0.01% active; AID 588456, 2011; note: potency is the fitted concentration of half-maximal effect; % is set by controls: 0 for no effect and ±100 for the full control effect; nearly all actives have a fitted effect of over 50% in size
#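 Rat TrxR1, dispensed at 90 nM, was prereduced with 400 uM NADPH (final) for 5 min at ~22 deg C, then incubated with compound 15 min before 400 uM selenite. A first-read NADPH fluorescence drop versus no-compound background flagged substrates.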
# mIDH1 inhibitor – qHTS for Inhibitors of mutant isocitrate dehydrogenase 1 (IDH1): qHTS; IDH1-R132H enzyme, NADPH consumption, diaphorase/resazurin fluorescence; Potency, µM (titrated, usually from 76.6 µM), for inactives: at the top dose activity change, negative = inhibition, most hits filed as inhibitors; 390,000 tested, 0.093% active; AID 602179, 2012; note: potency is the fitted concentration of half-maximal effect; % is set by controls: 0 for no effect and ±100 for the full control effect; nearly all actives have a fitted effect of over 65% in size
#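 IDH1-R132H (0.5 ug/mL) preincubated 30 min with compound, then NADPH (0.016 mM) and alpha-KG (2 mM) added; 80 min at RT, pH 7.5. Remaining NADPH coupled via diaphorase/resazurin to fluorescence (540/590 nm); concentration-response curves normalized to no-enzyme control.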
# USP1 inh – Inhibitors of USP1/UAF1: Primary Screen. recombinant USP1/UAF1, Ub-Rhodamine cleavage fluorescence. Potency, µM (series often up to 57.1 µM), for the others: at the highest dose activity change, negative = inhibition, most hits filed as inhibitors. 390,000 tested, 0.23% active. AID 743255, 2014; note: potency is the fitted concentration of half-maximal effect; % is set by controls: 0 for no effect and ±100 for the full control effect; nearly all actives have a fitted effect of over 60% in size; inactives centre near -12
#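 In this screen, compounds sit with the deubiquitinase complex (1nM) for 15 min at room temperature before Ub-Rho is added at 150nM final. Fluorescence rise is then followed for 6 reads every 60 seconds.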
# * marks the source's active call; other numbers are inactive results; ? = inconclusive; · = no result given; & = joins results of further samples; [ ] = dose if it differs, or a comment. Unless noted, calls come from the whole dose curve; as a rule, active = well fitted curve in the direction sought with a large enough effect; inconclusive = small, poorly fitted or top-dose-only effect, or another doubt; inactive = no such curve, though single readings can be large; an effect the other way counts as inactive or inconclusive.
Structure	RXFP1 agonist	Glioma ERSR ind	PI4K2A inh	Vif-A3G inh	LDHA block	Vif-APOBEC3F blk	TrxR1 substrate	mIDH1 inhibitor	USP1 inh
CC(C)(C)c1ccc(S(=O)(=O)N(CCCN2CCOCC2)Cc2cccs2)cc1	0.1%	-3%&-9%	-12&-1	2%&1%	-10&-12	?	-7%&-3%	2%&2%	-14%&-4%
Cc1cccc(N2CCN(C(=O)C3CCCN(S(=O)(=O)c4ccc(Br)s4)C3)CC2)c1C (stereo not drawn)	2.6%	-1%	1	8%	-6	0%	-8%	-5%	-5%
COc1cccc(C2=CC(c3ccccc3O)NC(C)(C)N2)c1 (stereo not drawn)	·	3%	·	-12%	4	·	-5%	·	·
CCS(=O)(=O)N1CCC(C(=O)NCCCOC)CC1	-0.2%	-6%	0	0%	-4	-3%	5%	7%	-3%
COc1ccc(C(C(=O)NC2CCCCC2)N(C(=O)c2csnn2)C2CC2)cc1 (stereo not drawn)	2.2%	-1%	-5	-4%	-3	10%	5%[57.1 µM]	-3%	-21%
Cc1cccc(N2CCN(C(=O)C3CCN(S(=O)(=O)N4CCOCC4)CC3)CC2C)c1 (stereo not drawn)	1.3%	-2%	-1	4%	1	-6%	-1%	-10%	-7%
Cc1ccc(C(=O)OCC(=O)N(CC(C)C)c2c(N)n(Cc3ccccc3)c(=O)[nH]c2=O)o1	0.4%	-4%	-1	-4%	-5	8%	4%	-1%	-24%
Cc1nnc(SCc2ccc(F)cc2)s1	0.0%	0%	-3	0%	-3	-2%	-1%	2%	-12%
COc1ccc(S(=O)(=O)N2CCOCC2)cc1C(=O)N(C)Cc1ccco1	·	-3%	-1	2%	-2	6%	-7%	-1%	-19%
O=C(OCC(=O)N1CCOCC1)c1ccc2ccccc2c1O	1.2%	2%	0	2%	7	-5%	32%[activator]	3%	-18%
CCOC(=O)C1=C(C)N(C)C(=O)NC1c1ccc2c(c1)OCO2 (stereo not drawn)	1.0%	-5%	2	9%	-3	-4%	7%	0%	-6%
CCOc1ccc(C(=O)N2CCC3(CC2)NCCc2[nH]cnc23)cc1OCC	-1.0%	-5%	3	0%	-3	-5%	10%[57.1 µM]	-2%	-3%
O=C(c1cc(-c2cccs2)on1)N1CCc2ccccc2C1	2.4%	9%	9	-1%	1	-1%	10%	1%	-16%
COc1ccc(C2Nc3ccccc3C(=O)N2c2ccccc2)cc1COc1ccccn1 (stereo not drawn)	1.6%	0%	2	0%	-6	-5%	129%[activator]	-3%	3%
O=C(CN1CCN(C(=O)c2ccccc2)CC1)Nc1cc(S(=O)(=O)N2CCCC2)ccc1Cl	0.3%	-2%	-2	1%	-1	3%	10%	4%	-27%
Fc1cccc(Cl)c1CSc1ccc2nnc(-c3ccccn3)n2n1	1.9%	0%	-2	-8%	-1	-20%	-4%[57.1 µM]	3%	-11%
COc1ccc(CCNC(=O)Nc2cc(F)c(F)cc2Cl)cc1OC	0.2%	-6%	0	1%	-1	1%	-4%	-2%	-18%
COc1ccc(OC)c(C(=O)N2CCC(n3nccc3NC(=O)CC(C)C)CC2)c1	-1.2%	1%	-6	2%	-3	-2%	4%	14%	-5%
CC(C)CC(=O)Nc1c2c(nn1-c1ccc(F)cc1)CS(=O)(=O)C2	3.1%	-6%	7	-6%	-7	0%	10%	3%	-25%
CCOC(=O)/C=C(\C)Nc1cc(C)nn1-c1ccccc1	1.5%	-1%	0	-2%	-4	2%	-4%	3%	-8%
Cc1nn(-c2ccccc2)c2sc(C(=O)Nc3ccccc3Br)cc12	1.6%	-4%	-2	-13%	-5	-11%	23%	2%	-30%
Nc1nonc1-n1nnc(C(=O)N/N=C/c2ccccn2)c1-c1ccccc1	1.3%	-3%	-4	-6%	1	-1%	-13%	-5%	-6%
CN(CC(=O)Nc1c(Cl)cccc1Cl)C(=O)CNC(=O)c1sc2ccccc2c1Cl	·	-3%	-6	-1%	-4	?	-3%	-7%	-13%
O=C(CCc1ccc(S(=O)(=O)N2CCOCC2)cc1)Nc1ccc(N2CCOCC2)cc1	-0.5%	-4%	7	-2%	-2	-4%	5%[57.1 µM]	4%	-3%
CCN(Cc1ccccc1)S(=O)(=O)c1ccc(C(=O)N(CCCN(C)C)c2nc3cc4c(cc3s2)OCO4)cc1	-0.5%	-15%	-8	-17%	2	-5%	8%	3%	-15%
Cc1c(Cc2ccccc2)c(=O)oc2cc(OCc3nn[nH]n3)ccc12	-0.2%	-5%	2	2%	-2	4%	153%[activator][57.1 µM]	-2%	-11%
CC(C)[C@H](NC(=O)OC(C)(C)C)C(=O)N/N=C/c1ccc2nccnc2c1	-0.4%	-3%	0	3%	-6	9%	-5%	6%	-4%
COc1ccc([C@@H]2CC=C(C(=O)O)[C@H](c3ccc(Cl)cc3)N2S(=O)(=O)c2ccccc2C)cc1	0.2%	-3%	-3	-3%	0	4%	8%	5%	-17%
Cc1cc(C)cc(NC(=O)Cn2cc(C(=O)C3CCCCC3)c3ccccc32)c1	11%	?	-1	?	-2	7.1µM*	8%	-6%	?
CCn1c(SCc2cccc(F)c2)nnc1-c1cccnc1	-0.2%	2%	0	1%	0	8%	-9%[57.1 µM]	7%	0%
O=C(Nc1ccc(Cn2cccn2)cc1)c1ccc(COc2ccccc2Br)cc1	1.1%	1%	-3	0%	-4	-3%	-6%	7%	3%
O=C(NCc1ccco1)C1CC(=O)N(c2ccc(F)cc2)C1 (stereo not drawn)	0.1%	-5%	0	5%	-8	3%	12%[57.1 µM]	-2%	-7%
CC(C)c1cc(CNC(=O)c2ccc(OC3CCN(Cc4ccccn4)CC3)cc2)on1	2.2%	-5%	-1	5%	1	-8%	-7%[57.1 µM]	7%	-19%
O=c1[nH]nc(Cc2ccc(Cl)cc2)c2ccccc12	-0.7%	-3%	-4	-2%	-6	-13%	-1%	8%	-17%
COc1cc(/C=N/NC(=O)CNC(=O)c2ccncc2)ccc1O	-5.6%	-6%	10	-6%	-1	1%	-12%	7%	-21%
COc1ccc(OC)c(CNc2ccc(F)c(Cl)c2)c1	1.3%	0%	10	-8%	6	-1%	-7%[57.1 µM]	10%	-11%
CCOc1ccc(S(=O)(=O)N2CCC(c3ccncc3)CC2)cc1	1.3%	-2%	-4	-5%	-3	-5%	4%[57.1 µM]	-8%	-2%
COc1ccc(C(=O)C2CCCN(C(=O)Cn3nc(C)nc3C)C2)cc1F (stereo not drawn)	·	-4%	-1	2%	-2	0%	·	8%	-21%
COc1ccc(C(CC(=O)O)NC(=O)Cc2ccccc2)cc1 (stereo not drawn)	1.5%	-1%	-4	0%	-5	·	5%	-1%	2%
N=c1c2c(ncn1Cc1ccco1)Oc1cc(O)ccc1C2c1ccccc1 (stereo not drawn)	-0.8%	-2%	-11	-7%	-5	?	5%	5%	-21%
O=C(CN1C(=O)c2cccnc2Oc2ccc(Cl)cc21)NCCCc1ccccc1	-1.3%	-3%	8	0%	-4	1%	-5%	-8%	-18%
COc1ccc(Cl)cc1NC(=O)C(=O)N/N=C/c1cc(C)n(-c2ccc(C)cc2)c1C	1.0%	0%	0	-1%	2	-8%	8%	-5%	-15%
N/C(CSc1ccc(Cl)cc1)=N\S(=O)(=O)c1ccc(Cl)cc1	1.7%	0%	4	-7%	-7	-2%	3%	-3%	-23%
CCOC(=O)N1CCN(CCC(=O)Nc2ccc(OC)cc2)CC1	-0.2%	-4%	2	3%	-6	3%	-4%	5%	-12%
Cc1ccc(-n2nc(CO)c(C(=O)NCCc3ccccc3)n2)cc1	-0.2%	-1%	-1	0%	-13	-2%	2%	-16%	?
Cc1cc2oc(=O)cc(Cn3ccnc3)c2cc1Cl	6.0%	-4%	-3	1%	-6	3%	-4%	-15%	-4%
COc1ccc(CNC(=O)Nc2cc(C)ccc2C)cc1	0.8%	1%	2	-4%	-1	1%	4%	-1%	-24%
Cc1cc(C)nc(-n2ncc3c2CC(c2ccccc2)CC3=O)n1 (stereo not drawn)	-0.1%	-2%	3	-29%	-6	?	6%[57.1 µM]	-1%	-15%
CCOC(=O)c1ccc(N2C(=O)C3C(/C=C/c4ccccc4)OC4(C(=O)c5ccccc5C4=O)C3C2=O)cc1 (stereo not drawn)	1.1%	0%	-1	-2%	-4	-4%	-2%	11%	-4%

# Screening results: PubChem, National Center for Advancing Translational Sciences (NCATS)

# Some of the compounds tested (hit frequency here may not be typical).
